NF-kB expr up = compounds increasing NF-kB expression in human neuronal cells | NF-kB reporter expression; hits give high values | actives 1.6% (n = 190,000) | fold change at 12.5 µM; in the data active means fold change above about 3.3
APP transl inh = APP translation inhibition | SH-SY5Y APP 5'UTR-luciferase reporter, luminescence | inhibition, % at 2 µM | actives 0.82% (n = 190,000);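 active means inhibition above a set limit, derived from the sample mean plus 3 SD, cut at about 45% in these data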; further: values of inactives mirror those of a sister screen read the other way
FLuc inhib CS = counter-screen for luciferase assay inhibitors: firefly luciferase inhibition. P08659. ATPLite firefly luciferase biochemical luminescence, 10 min. inhibition, % at 10 µM. actives 1.5% (n = 200,000);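 active means inhibition above about 50% when tested at 10 µM, limit read from the data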
FLuc stim CS = affects firefly luciferase, flagging false hits in luciferase stimulation screens; AID 1027; 200,000 tested, under 10 active; activation factor at 10 µM; ATPlite luciferase biochemical, luminescence, 10 min; 0 = ATP-free wells, 1 = DMSO control; P08659;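 active means luciferase activation factor, scaled between plate controls, of at least 2 with compound at 10 µM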
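Assay system: Luciferase/luciferin detection reagent, cell-free biochemical luciferase assay / Read-out: luciferase activation / Benchmarks: No-ATP low control, compound-free enzyme-plus-ATP high control / Medium: PBS buffer for ATP / Detection: luminescence measurement of luciferase light output / Schedule: 10 min at ambient temperature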
Diaphorase act = activates diaphorase or chemically reduces, flagging diaphorase assay artifacts. Diaphorase/resazurin coupled assay, resorufin fluorescence, 16 min; hits give high values; 1 = vehicle wells, 0 = NADH-free wells. activation factor at 20 µM. actives 0.005% (n = 190,000). AID 1229;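 active means diaphorase activity raised at least twofold by the compound at 20 µM; inactive means activation factor below 2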
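System – purified diaphorase enzyme from Clostridium kluyveri · Input – enzyme 0.07 U/mL final · Also added – final NADH 0.114 mM, resazurin 0.1 mM · Measured by – fluorescence of resorufin, 544 nm excitation, 590 nm emission · Timing – 16 min enzyme reaction, ambient temperature · Measure – resorufin increase flagging diaphorase activators or reducers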
STAT1 act = activators of IFN-gamma induced STAT1 signaling | NIH 3T3 STAT1-luciferase reporter, luminescence; 100% = IFN-gamma alone, no compound | actives 2.6% (n = 200,000) | activation (% of control), % at 5.5 µM | AID 932;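 active means activation above the screen-wide mean activation plus 3 SD, cut at about 130% in these data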;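 further: raw ratio to IFN-gamma control signal so 100% means no change and 0% no light; values of inactives mirror those of a sister screen read the other way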
Diaphorase inh = counter-screen for diaphorase-based assays: diaphorase inhibitors and chemical oxidizers; diaphorase resazurin-to-resorufin fluorescence, NADH, 16 min; bacterial (C. kluyveri) enzyme, not human; inhibition, % at 20 µM; actives 0.69% (n = 190,000); AID 1217;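 active means primary screen inhibition at 20 µM above a set limit, cut at about 50% in these data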;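 further: plate controls were DMSO with full reaction for no effect and wells lacking NADH for full effect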
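System: Diaphorase enzyme from Clostridium kluyveri | Amount: Enzyme working solution with 0.14 U/mL diaphorase | Benchmarks: No-NADH positive control and DMSO neutral control | Signal: Fluorescence of resorufin formed from resazurin, Ex 544/Em 590 nm | Schedule: 16-min room-temperature incubation before reading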
TLR4-MyD88 BLA = inhibitors of human TLR4-MyD88 binding; O00206+Q99836; HeLa CL3-4 TLR4/MyD88 BLA complementation, FRET ratio; inhibition, % at 8.4 µM; actives 0.18% (n = 200,000); in the data active means inhibition above about 25%;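 further: 0% = vehicle and 100% = reference inhibitor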
Target sequence (O00206 whole entry, looked up): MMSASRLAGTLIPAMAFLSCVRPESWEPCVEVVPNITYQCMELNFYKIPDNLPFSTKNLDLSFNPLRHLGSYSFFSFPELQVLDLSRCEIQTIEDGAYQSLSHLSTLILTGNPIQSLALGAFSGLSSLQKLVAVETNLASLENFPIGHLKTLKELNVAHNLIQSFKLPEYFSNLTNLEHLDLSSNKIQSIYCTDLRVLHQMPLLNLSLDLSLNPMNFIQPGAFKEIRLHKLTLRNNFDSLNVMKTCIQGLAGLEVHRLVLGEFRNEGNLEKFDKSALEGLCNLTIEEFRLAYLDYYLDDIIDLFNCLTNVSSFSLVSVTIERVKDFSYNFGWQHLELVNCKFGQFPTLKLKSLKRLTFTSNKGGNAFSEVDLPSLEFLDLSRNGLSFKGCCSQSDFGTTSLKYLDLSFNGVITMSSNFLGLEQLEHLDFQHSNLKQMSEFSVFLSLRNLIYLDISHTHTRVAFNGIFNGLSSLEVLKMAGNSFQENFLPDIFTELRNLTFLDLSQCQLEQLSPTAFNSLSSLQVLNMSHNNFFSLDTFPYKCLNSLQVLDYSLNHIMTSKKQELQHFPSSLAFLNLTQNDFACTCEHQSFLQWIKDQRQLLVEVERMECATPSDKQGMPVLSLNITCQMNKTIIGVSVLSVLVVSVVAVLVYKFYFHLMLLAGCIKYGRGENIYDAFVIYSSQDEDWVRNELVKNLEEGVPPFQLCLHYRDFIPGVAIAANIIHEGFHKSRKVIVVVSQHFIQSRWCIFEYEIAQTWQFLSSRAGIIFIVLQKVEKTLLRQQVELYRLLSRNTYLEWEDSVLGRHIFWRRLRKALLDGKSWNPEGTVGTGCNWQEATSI
Target sequence (Q99836 whole entry, looked up): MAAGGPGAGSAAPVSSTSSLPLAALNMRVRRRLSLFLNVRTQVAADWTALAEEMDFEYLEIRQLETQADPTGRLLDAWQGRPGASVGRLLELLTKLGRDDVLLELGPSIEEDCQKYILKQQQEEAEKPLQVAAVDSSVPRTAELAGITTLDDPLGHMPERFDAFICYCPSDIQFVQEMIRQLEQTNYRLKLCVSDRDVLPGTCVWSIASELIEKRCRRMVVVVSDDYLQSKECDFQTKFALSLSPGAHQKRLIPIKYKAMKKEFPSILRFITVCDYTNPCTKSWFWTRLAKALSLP
APP 5'UTR act = activates APP 5'UTR luciferase reporter; SH-SY5Y APP 5'UTR luciferase reporter, luminescence; zero percent = DMSO vehicle wells; activation, % at 2 µM; actives 1% (n = 190,000);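 active means activation above a set limit, based on mean plus 3 SD of controls, cut at about 140% in these data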; further: values of inactives mirror those of a sister screen read the other way
G6PDH counter = counter-screen for G6PDH assay hits: L. mesenteroides G6PDH inhibition; AID 1020; actives 0.12% (n = 200,000); inhibition, % at 5 µM; Purified L. mesenteroides G6PDH, diaphorase/resazurin coupled fluorescence, 45 min; in the data active means inhibition above about 50%
The depositor's hits bear a star; x = no result given.

SMILES	NF-kB expr up	APP transl inh	FLuc inhib CS	FLuc stim CS	Diaphorase act	STAT1 act	Diaphorase inh	TLR4-MyD88 BLA	APP 5'UTR act	G6PDH counter
CCn1cnc2sc(C(=O)Oc3cccc(C)c3)c(C)c2c1=O	1.8	-10	1	1	0.8	132*	22	-1	10	-2
CC(C)C(NC(=O)c1ccc(C(C)(C)C)cc1)C(=O)OCC(=O)NC(=O)Cc1ccccc1 (stereo not drawn)	1.3	-7	5	0.9	0.8	100	24	5	7	6
FC(F)(F)C(F)(F)c1nnc2ccc(-n3ccnc3)nn12	1.2	20	-7	1.1	1	97	4	6	-20	4
COc1ccc2c(c1)nc(SCC(=O)c1cccs1)n2C	2.3	-26	-2	1	0.9	114	8	-6	26	3
Clc1ccc(/C=C/c2ncc3ccccn23)cc1	3.7*	-127	67*	0.3	x	144*	x	7	127	9
NNC(=O)c1oc2ccccc2c1-n1cccc1	1.2	62*	-2	1	1	87	4	0	-62	-6
CCNc1nc(NCC)n2c(SCc3ccc(F)cc3)nnc2n1	1.1	-7	-6	1.1	0.9	96	11	0	7	3
COCCN1C(=O)c2ccc(C(=O)NCc3cccnc3)cc2C1=O	1.2	-12	-3	1	0.9	98	10	-1	11	16
CCS(=O)(=O)Nc1ccc(C2=NN(C(=O)c3ccco3)C(c3cccc(F)c3)C2)cc1 (stereo not drawn)	0.93	2	-5	1.1	0.7	41	28	3	-2	9
COc1ccc(C(=O)c2cnc(/N=C/N(C)C)s2)cc1	1.7	x	12	0.9	0.9	108	12	4	x	0
COc1ccc(NC(=O)c2cccnc2Cl)c(S(=O)(=O)N2CCOCC2)c1	0.97	-15	-7	1.1	0.9	95	12	-14	15	0
c1ccc2c(-c3nn[nH]n3)cccc2c1	1	-4	-1	1	1	96	4	-12	4	5

Quoted at random: 3 compounds from above.
SMILES	NF-kB expr up	APP transl inh	FLuc inhib CS	FLuc stim CS	Diaphorase act	STAT1 act	Diaphorase inh	TLR4-MyD88 BLA	APP 5'UTR act	G6PDH counter
CCn1cnc2sc(C(=O)Oc3cccc(C)c3)c(C)c2c1=O	1.8	-10	1	1	0.8	132*	22	-1	10	-2
NNC(=O)c1oc2ccccc2c1-n1cccc1	1.2	62*	-2	1	1	87	4	0	-62	-6
FC(F)(F)C(F)(F)c1nnc2ccc(-n3ccnc3)nn12	1.2	20	-7	1.1	1	97	4	6	-20	4

Next section.
SMILES	NF-kB expr up	APP transl inh	FLuc inhib CS	FLuc stim CS	Diaphorase act	STAT1 act	Diaphorase inh	TLR4-MyD88 BLA	APP 5'UTR act	G6PDH counter
O=C1NC(=O)C(CC(=O)N(Cc2cccs2)C2(C(=O)NC3CCCCC3)CCCCC2)N1 (stereo not drawn)	1.1	5	-8	1.1	0.9	100	11	-6	-5	18
O=C(COC(=O)c1ccccc1O)Nc1cccnc1Cl	1.1	-9	-4	1	0.9	101	6	1	9	4
COC(=O)NNC(=O)COc1ccc2ccccc2c1Br	1.2	-2	2	1	0.9	101	14	-4	2	9
O=C(NNc1ccccc1)C(CCO)C(=O)NNc1ccccc1	1.1	7	-4	1	1	96	5	-1	-7	0
Cc1ccc(-n2c(CCc3nc4ccccc4[nH]3)n[nH]c2=S)cc1	1	-4	11	0.9	x	103	x	-5	4	2
Cc1nn(C(C)C(=O)NC2C(=O)N3C(C(=O)O)=C(CSc4nnnn4C)CSC23)cc1Cl (stereo not drawn)	1.1	7	-6	1.1	1.1	97	-6	-8	-7	1
CCOC(=O)N1CCC(NC(=O)C2CCN(S(=O)(=O)N3CCCC3)CC2)CC1	1.2	-6	-5	1.1	0.8	103	20	-4	7	3
O=C1CC2(CCCCC2)Oc2ccc(OCC(=O)N3CCOCC3)cc21	0.98	x	-1	1	0.9	99	13	-3	x	-5
CC1(C)C(=O)Nc2ccccc2N1C(=O)COc1cccnc1[N+](=O)[O-]	1.1	5	-7	1.1	0.9	94	7	-15	-5	-2
COc1cc(C2Nc3cccc4cccc(c34)N2)cc(OC)c1OC(C)=O	1.2	9	0	1	0.7	106	30	3	-9	-21
Cc1cc(C)c[n+](-c2nc3ccccc3nc2[N-]S(=O)(=O)c2ccc(Br)s2)c1	1.2	10	-9	1.1	0.9	97	11	-13	-9	14
CCOc1ccc(/C=C/C(=O)C(C(N)=O)=C2SCCS2)cc1	1.9	-30	58*	0.4	1	104	2	-8	30	15

Part of the list above, as labelled records.
O=C(COC(=O)c1ccccc1O)Nc1cccnc1Cl
- NF-kB expr up = 1.1
- APP transl inh = -9
- FLuc inhib CS = -4
- FLuc stim CS = 1
- Diaphorase act = 0.9
- STAT1 act = 101
- Diaphorase inh = 6
- TLR4-MyD88 BLA = 1
- APP 5'UTR act = 9
- G6PDH counter = 4

COC(=O)NNC(=O)COc1ccc2ccccc2c1Br
- NF-kB expr up = 1.2
- APP transl inh = -2
- FLuc inhib CS = 2
- FLuc stim CS = 1
- Diaphorase act = 0.9
- STAT1 act = 101
- Diaphorase inh = 14
- TLR4-MyD88 BLA = -4
- APP 5'UTR act = 2
- G6PDH counter = 9

New compounds follow:
SMILES	NF-kB expr up	APP transl inh	FLuc inhib CS	FLuc stim CS	Diaphorase act	STAT1 act	Diaphorase inh	TLR4-MyD88 BLA	APP 5'UTR act	G6PDH counter
CCC(C)NC(=O)CCCCCn1c(=O)[nH]c2cc(OC)c(OC)cc2c1=O (stereo not drawn)	1.1	4	-9	1.1	0.9	106	9	4	-4	7
COc1ccc(C(=O)Nc2cccnc2)cc1S(=O)(=O)N1CCOCC1	1.6	4	-6	1.1	1	103	0	-16	-4	7
CC(Oc1ccccc1)C(=O)NNC(=O)c1cccs1 (stereo not drawn)	0.92	-15	-5	1	1.1	95	-15	12	15	9
CCN(CC)C(=S)Nc1ccc2nc3n(c(=O)c2c1)CCCCC3	1.6	2	-2	1	0.9	89	11	24	-2	2
CN(C(=O)COc1ccccc1)C1CCS(=O)(=O)C1 (stereo not drawn)	1.3	8	-3	1	1	96	0	-5	-8	18
CCC(c1nnc(SCC(=O)N2CC(=O)Nc3ccccc32)n1Cc1ccccc1)N(C)C (stereo not drawn)	1.1	-21	-6	1.1	0.9	94	10	-4	21	6
COCCCNC(=O)c1c(NC(=O)C2COc3ccccc3O2)sc2c1CCCC2 (stereo not drawn)	1.1	0	-9	1.1	0.9	103	9	0	0	-1
CCCn1c(CC)nc([N+](=O)[O-])c1S(=O)(=O)c1ccccc1	2.4	14	-7	1.1	0.8	89	17	2	-14	2
CCCCOP(=O)(OCCCC)C(Nc1ccccc1)c1ccc2c(c1)OCO2 (stereo not drawn)	0.31	-8	-11	1.1	0.8	101	23	-3	8	-5
O=C(O)c1ccc(Cl)c(N2C(=O)Nc3ccccc3N2O)c1	1.1	-2	-1	1	0.9	110	12	-5	2	10
Cc1ccc2[nH]c(=O)c(CN3CCCCC3)c(-c3ccccc3)c2c1	1	17	-7	1.1	0.3	97	68*	17	-17	24
Nc1nc(=S)[nH]c2c1C1(CCCCC1)Cc1ccccc1-2	1.1	-9	-6	1.1	0.5	107	53*	3	9	-8
Cc1ccc2cc(CN(CC3CCCO3)C(=S)NCc3ccco3)c(=O)[nH]c2c1C (stereo not drawn)	1.1	11	-4	1	0.8	102	23	1	-11	-16
COC(=O)c1sccc1NC(=S)N1CCN(c2cc(C)ccc2C)CC1	1	6	-6	1.1	0.8	92	16	5	-6	-2
Cc1ccc(S(=O)(=O)NCC(=O)N(CCc2ccccc2)CC(=O)NCc2ccco2)cc1	0.9	-5	-6	1.1	0.8	90	19	13	5	0
CCOC(=O)CSc1nc(NC#N)nc(N(CC)CC)n1	0.94	16	-3	1	0.8	105	25	5	-16	2
CN(C)c1ccc(/C=N/NC(=O)CCCO)cc1	2.3	-1	7	0.9	0.9	113	10	0	1	11
Cc1ccc2c(c1)C1CN(C)CCC1N2C(=O)c1ccccc1NS(=O)(=O)c1cccc(C(F)(F)F)c1 (stereo not drawn)	1.1	11	-9	1.1	0.9	98	14	-17	-11	-11
Fc1ccc(CSc2nnc3ccc(-c4ccncc4)nn23)cc1	0.93	-10	2	1	1	96	4	3	10	4
CC1CN/C(=C\C(=O)c2ccc(Br)cc2)C(=O)N1 (stereo not drawn)	4.3*	-138	52*	0.5	0.9	172*	7	-9	138*	20
CC1CCc2c(C(=O)NCCN3CCOCC3)csc2C1 (stereo not drawn)	1.4	0	-2	1	1	102	-1	2	0	5
Cc1ccc(NC(=O)CN(C)S(=O)(=O)c2cccs2)cc1C	1.4	-20	-2	1	1	112	-3	5	19	10
COc1ccc(-c2c(C(F)(F)F)oc3c(CN4CCN(C)CC4)c(O)ccc3c2=O)cc1	0.93	-6	-5	1.1	0.9	99	12	-14	6	-24
CCCn1c2ccccc2c2nnc(SCC(=O)OCC)nc21	1.3	-4	0	1	0.8	96	21	5	4	14
FC(F)(F)c1nc2nncn2c2c1CCCCC2	1.2	2	-2	1	0.9	101	9	0	-2	6
COc1ccccc1N1CCN(c2cc(=O)n(-c3ccc(Br)cc3)c(=O)[nH]2)CC1	1.2	25	-7	1.1	1	98	4	6	-25	4
CCOc1ccc(NC(=O)Nc2cccc(C(=O)O)c2)cc1	1.9	70*	92*	0.1	0.8	10	22	-16	-70	2
COc1cc(OC)cc(C(=O)OCc2cc3ccccc3[nH]c2=O)c1	1.2	1	6	0.9	1	99	-3	8	-1	3
CCCC(=O)Nc1ccc(NC(=O)C23CC4CC(CC(C4)C2)C3)cn1	1.4	0	-3	1	1	115	2	0	0	8
O=C(CCSCc1ccc(Cl)cc1)NCc1cccnc1	1	1	-10	1.1	1	106	-2	-7	-1	0
COc1cc(OC)cc(C(=O)NC2=NCCS2)c1	1.2	2	40	0.6	0.9	104	6	1	-2	4
Cc1ccccc1NC(=O)c1ccc2snnc2c1	1.2	-6	-4	1	1	94	2	0	6	2
Cc1ccc2nc(C)c(C(=O)N/N=C/c3cccc([N+](=O)[O-])c3)cc2c1	0.95	9	14	0.9	0.9	102	7	-16	-9	-11
CCCCN(C(=O)Cn1nnc2ccccc21)C(C(=O)NCCOC)c1ccc(OC)cc1 (stereo not drawn)	0.96	-12	-3	1	1	95	-3	6	12	18
Clc1ccc(/C=N/Nc2ccccn2)cc1	2.5	-31	9	0.9	1.1	135*	-8	-18	31	8
O=C(O)c1ccccc1S(=O)(=O)NCC(O)COC1CCCCC1 (stereo not drawn)	0.93	7	-2	1	0.9	100	10	-1	-7	11
COc1ccc(/C=N/OCC(=O)Nn2c(C)nc3ccccc3c2=O)cc1	1.7	6	-1	1	0.9	97	14	1	-6	4
CN1CCN(S(=O)(=O)c2ccc3[nH]cc(C(=O)O)c(=O)c3c2)CC1	1.1	-6	-5	1.1	0.8	88	15	-2	6	18
CCOc1ccc(N=Nc2c(=O)[nH]n3c(C)cc(C)nc23)cc1	0.97	-5	3	1	0.9	94	10	7	5	10
CC(NC(=O)CSc1nnc(COc2ccccc2)o1)c1ccccc1 (stereo not drawn)	1	14	-7	1.1	1	92	2	0	-14	11
CCOC(=O)c1sc(NC(=O)c2ccco2)nc1-c1ccccc1	1.1	4	-7	1.1	0.9	97	9	-5	-4	-11

Source: PubChem BioAssay (several laboratories)
